High-throughput results from PubChem.
HTR5A inv ctr = counter-screen for OPRM1-OPRD1 inverse agonists: human HTR5A inverse agonism; inhibition, % at 9.3 µM; P47898; HTR5A cell line, luminescence; actives 0.083% (n = 340,000); in the data active means inhibition mostly above about 23%, no sharp cut-off; inactive means mostly below about 18%;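 further: 0% = cells with DMSO and 100% = no-cell wells with DMSO; some compounds called inactive have numbers as strong as hits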
Target sequence (P47898 whole entry, looked up): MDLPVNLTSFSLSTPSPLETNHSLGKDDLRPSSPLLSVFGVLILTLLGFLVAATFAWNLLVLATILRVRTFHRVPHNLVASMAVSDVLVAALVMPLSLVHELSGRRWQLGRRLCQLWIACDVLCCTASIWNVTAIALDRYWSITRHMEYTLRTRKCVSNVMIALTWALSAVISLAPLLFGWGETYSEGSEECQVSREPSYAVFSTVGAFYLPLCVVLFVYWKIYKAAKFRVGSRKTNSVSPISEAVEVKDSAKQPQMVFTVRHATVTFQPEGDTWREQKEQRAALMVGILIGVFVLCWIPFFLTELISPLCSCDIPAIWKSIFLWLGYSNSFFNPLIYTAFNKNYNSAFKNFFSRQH
DAGLB inh = blocks human DAGLB lipase activity | HEK293T DAGLB membrane lysate, EnzChek fluorogenic substrate | inhibition, % at 5.17 µM | actives 0.059% (n = 340,000); in the data active means inhibition above about 34%;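 further: 0% = enzyme with vehicle and 100% = wells lacking enzyme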
PKA-R2B act = activates the human PKA-R2B holoenzyme complex; P22694+P31323; PKA-R2B holoenzyme dissociation, Cy5-IP20 fluorescence polarization; R2B truncated from residue 108, S112A mutant; 0% DMSO only, 100% 113 µM cGMP; activation, % at 11.4 µM; actives 0.079% (n = 340,000); AID 504700;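 active means activation above a cutoff set at the mean over all compounds plus 3 SD, cut at about 18% in these data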;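 further: higher means more holoenzyme dissociation and a rise in polarization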
PKA-R1A activ = activators of PKA-R1A complex; activation, % at 11.4 µM; actives 0.083% (n = 340,000); AID 504707; PKA-R1A dissociation, Cy5-IP20 fluorescence polarization; scaled: DMSO 0%, 113 µM cGMP 100%; P00514+P68181;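 active means percent activation above the mean of all tested compounds plus 3 SD, cut at about 19% in these data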;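 further: higher means more PKAc released from R1A so a rise in polarization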
E coli growth = bacterial growth inhibition, counter-screen for AddAB inhibitors. inhibition, % at 11.9 µM. E. coli V3065 growth, OD600 absorbance, 18 h. actives 0.27% (n = 330,000). AID 449728;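 active means inhibition above the campaign's mean inhibition across all tested compounds plus 3 SD, cut at about 9.9% in these data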;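 further: uninfected addAB+ strain grown without phage in ampicillin broth; 0% = DMSO wells and 100% = ciprofloxacin 0.95 µg/ml wells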
AddAB inh = less growth of phage-infected E. coli with AddAB | E. coli expressing H. pylori AddAB, absorbance growth | actives 0.29% (n = 330,000) | inhibition, % at 11.9 µM; in the data active means inhibition above about 12%;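 further: 0% = vehicle wells of infected cells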
Mot1-301 SUMO = inhibitors of SUMOylation pathway: yeast Mot1-301 growth rescue. S. cerevisiae Mot1-301 growth rescue, ATP luminescence, 38.5C; percent above DMSO median, 100 means doubled. growth rescue, % at 18.8 µM. actives 1% (n = 320,000). AID 2716;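 active means every valid replicate shows activation above 250% relative to neutral control wells; inactive means the rest, any valid replicate at or below 250%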;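 further: OY570 slx delta 5 strain wells were the positive control but not used for scaling; some compounds called inactive have numbers as strong as hits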
phage Ecoli inh = E. coli growth loss with phage present; actives 0.26% (n = 360,000); growth absorbance; inhibition, % at 11.9 µM; in the data active means inhibition above about 11%
CDK5 p35 inh = blocks human CDK5/p35 kinase activity | Q00535+Q15078 | Recombinant CDK5/p35, ADP-Glo luminescence, 60 min | inhibition, % at 10 µM | actives 0.01% (n = 330,000);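 active means highest replicate inhibition of at least 50% and at least 75% of replicates reaching 50%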;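 further: plate controls were DMSO neutral control for no effect and GW8510 at 10 µM for full effect; many of its hits are not listed in these tables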
Target sequence (Q00535 whole entry, looked up): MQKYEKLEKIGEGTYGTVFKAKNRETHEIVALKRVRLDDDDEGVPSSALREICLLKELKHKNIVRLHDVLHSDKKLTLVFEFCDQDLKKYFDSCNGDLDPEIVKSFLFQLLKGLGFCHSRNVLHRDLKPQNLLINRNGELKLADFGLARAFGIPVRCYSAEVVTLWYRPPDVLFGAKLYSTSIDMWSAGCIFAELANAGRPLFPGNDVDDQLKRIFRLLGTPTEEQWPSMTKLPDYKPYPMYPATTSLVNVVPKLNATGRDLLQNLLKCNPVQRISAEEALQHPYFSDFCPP
Target sequence (Q15078 whole entry, looked up): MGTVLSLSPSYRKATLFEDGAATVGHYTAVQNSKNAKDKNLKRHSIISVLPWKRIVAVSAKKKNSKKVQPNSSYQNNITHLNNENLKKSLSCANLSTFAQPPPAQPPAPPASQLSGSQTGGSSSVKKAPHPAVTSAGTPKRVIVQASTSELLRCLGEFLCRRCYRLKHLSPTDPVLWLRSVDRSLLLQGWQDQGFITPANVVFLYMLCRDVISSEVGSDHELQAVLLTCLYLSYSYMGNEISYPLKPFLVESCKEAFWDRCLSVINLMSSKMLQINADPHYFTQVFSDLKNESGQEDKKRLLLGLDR
Tat transport = blocks Tat-dependent protein export in E. coli. inhibition, % at 10 µM. actives 0.036% (n = 340,000). E. coli MC4100 TorA-mCherry Tat export, fluorescence;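 active means mean replicate inhibition at least 50% and at least half of replicates individually reaching 50%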;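 further: exported cargo escapes ClpAP degradation while cytoplasmic cargo is degraded and loses fluorescence; 0% = median of neutral control wells and 100% = median of NaSCN control wells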
HTR5A ag = HTR5A agonism, opioid heterodimer counter-screen; HTR5A agonist assay, luminescence, cell-based; activation, % at 9.3 µM; actives 0.61% (n = 340,000); AID 504692; in the data active means activation mostly above about 9.5%, no sharp cut-off; inactive means mostly below about 7.6%;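 further: 0% = cells with vehicle only and 100% = reference agonist; strong numbers were not always called active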
Starred values were filed as active, the others as inactive; . = no result given. The order is random (roughly 2.3% active in at least one column).

SMILES | HTR5A inv ctr | DAGLB inh | PKA-R2B act | PKA-R1A activ | E coli growth | AddAB inh | Mot1-301 SUMO | phage Ecoli inh | CDK5 p35 inh | Tat transport | HTR5A ag
CC(=O)Nc1ccc(C(=O)N/C(=C/c2ccccc2)C(=O)Nc2cccc(C(=O)O)c2)cc1 | -2 | -1 | -9 | -2 | -0.2 | 2.1 | -9 | 2.2 | 0.4 | 1 | 1
CCNC(=O)c1sc(=S)n(-c2ccc(C)cc2)c1N | 22 | -4 | -9 | 6 | 2.0 | 4.8 | -1 | 3.5 | 1.3 | -2 | 5
COc1cccc(NC(=O)C(C#N)Cc2ccncc2)c1 (stereo unspecified) | 2 | 3 | -13 | 14 | -2.5 | 0.8 | -8 | 2.8 | -5.4 | -17 | -2
CCOc1ccc(NC(=O)N2CCC(NC(=O)c3ccco3)CC2)cc1 | 1 | 2 | 6 | -3 | -1.0 | 4.3 | -9 | 5.2 | -0.8 | -8 | 1
Cc1ccc(C)c(N(C(=O)CNC(=O)c2ccco2)C(C(=O)NC2CCCCC2)c2cccnc2)c1 (stereo unspecified) | -23 | -1 | 8 | 0 | 1.3 | 2.9 | 15 | 0.1 | -0.5 | -8 | 3
O=C(c1cccnc1)N1CCN(CCCc2ccccc2)CC1 | 7 | 2 | 0 | -1 | -2.0 | 2.5 | -3 | -1.1 | -1.8 | -2 | -3
O=C(c1cc2ccccc2o1)N1CCN(c2cccc(Cl)c2)CC1 | 6 | 1 | 0 | 5 | 4.3 | 0.2 | -7 | 3.2 | -2.2 | -3 | 2
Cc1ccc(-c2nc(C)c(C(=O)O)s2)cc1 | 3 | 1 | 6 | 2 | 0.1 | -0.7 | 135 | 4.3 | -9.5 | 2 | -1
O=C(NCc1ccco1)c1ccc2ccccc2n1 | -13 | -3 | 9 | 4 | 0.6 | 3.5 | -9 | 3.7 | 0.9 | -6 | 5
Nc1nnn(Cc2ccccc2)n1 | 19 | 1 | 3 | 0 | 0.5 | 2.5 | -8 | 3.7 | 1.6 | -10 | -8
O=C(/C=C/c1cccc(F)c1)N(c1ccccn1)C1CCCCC1 | 5 | -2 | -3 | -5 | 0.8 | 1.0 | -26 | 6.2 | -2.0 | 6 | -2
Cc1ccccc1C(=O)N1CCN(c2ccc(NC(=S)NC(=O)c3ccco3)cc2)CC1 | 7 | 4 | 0 | -7 | -2.8 | 4.3 | -46 | 1.8 | -3.4 | 3 | -2
[N-]=[N+]=NC1CC(CO)OC1n1ccc(=O)[nH]c1=O (stereo unspecified) | 9 | -5 | 3 | 1 | 0.8 | 1.3 | -8 | 1.3 | -0.5 | -1 | -4
N#CCOc1nc(N2CCCC2)nc(N2CCCC2)n1 | -24 | -2 | 2 | -3 | -0.4 | 2.1 | 46 | 2.5 | -0.9 | 0 | 4
CC(Oc1ccc(Br)cc1)C(=O)Nc1ccc(N2CCOCC2)cc1N1CCOCC1 (stereo unspecified) | 9 | 4 | -5 | -7 | -1.1 | 0.3 | 0 | 2.9 | -0.9 | -5 | -5
COC(=O)CCNC(=O)Cc1c(C)n(C(=O)c2ccc(Cl)cc2)c2ccc(OC)cc12 | -13 | 3 | -12 | -1 | 1.1 | 2.2 | -5 | 0.7 | -1.9 | 2 | 5
CCN1C(=O)[C@H]2[C@@H](c3ccc(Cl)cc3)N3C(=O)CN(CCOC)C(=O)[C@@]3(Cc3ccccc3)[C@H]2C1=O | -10 | 1 | 2 | 1 | -1.2 | 0.3 | -6 | 1.4 | -6.2 | -4 | 4
Cc1ccc(NC(=O)COC(=O)c2ccc(Br)o2)cc1S(=O)(=O)N1CCCCC1 | -1 | -1 | -9 | -11 | -2.3 | -0.2 | 1 | 0.1 | 0.3 | 3 | -3
COc1cccc(CNCC(O)(c2ccc(Cl)cc2)c2ccc(Cl)cc2)c1 | -9 | -13 | -7 | -15 | -0.5 | -1.2 | 219 | 4.8 | -1.8 | 9 | 7
CCCc1nnc(SCC(=O)N2CCCCC2)n1CCCOC | -1 | -1 | 5 | 9 | -0.6 | 2.6 | 14 | 4.0 | -0.1 | -5 | 2
CCOc1ccc(-c2nc[nH]c2[N+](=O)[O-])cc1 | 0 | 2 | -12 | -3 | 1.3 | 4.6 | -3 | 4.5 | 0.5 | 0 | 2
COc1ccc(C=O)cc1COc1ccc(C)cc1[N+](=O)[O-] | -9 | -5 | -1 | -1 | -1.6 | 2.9 | 375 | 1.9 | 0.0 | 1 | -1
COc1ccccc1Nc1nc(-c2ccccc2O)nc2ccccc12 | -3 | -10 | -7 | -5 | -3.9 | -0.3 | -8 | 1.6 | 0.3 | 1 | 1
O=S(=O)(Nc1ccc2nc(N3CCOCC3)sc2c1)c1ccc(Cl)cc1 | 1 | 0 | -20 | -6 | 0.7 | 0.3 | -5 | 3.4 | 0.2 | -2 | 1
CN1Cc2cc(C(=O)c3ccccc3O)cnc2NC1=O | -6 | 2 | -1 | -11 | 0.2 | 3.0 | 66 | 0.6 | -0.3 | -3 | 3

The closing 2 records of the part before are carried over, then new ones follow:
SMILES | HTR5A inv ctr | DAGLB inh | PKA-R2B act | PKA-R1A activ | E coli growth | AddAB inh | Mot1-301 SUMO | phage Ecoli inh | CDK5 p35 inh | Tat transport | HTR5A ag
O=S(=O)(Nc1ccc2nc(N3CCOCC3)sc2c1)c1ccc(Cl)cc1 | 1 | 0 | -20 | -6 | 0.7 | 0.3 | -5 | 3.4 | 0.2 | -2 | 1
CN1Cc2cc(C(=O)c3ccccc3O)cnc2NC1=O | -6 | 2 | -1 | -11 | 0.2 | 3.0 | 66 | 0.6 | -0.3 | -3 | 3
CCOC(=O)C1CCCN(C(=O)c2ccccc2SCCOC)C1 (stereo unspecified) | 13 | 0 | -8 | 2 | -0.9 | 3.2 | -17 | 1.6 | -1.2 | -2 | 3
Cc1ccc2cc(CCNC(=O)c3cc4ccccc4o3)c(=O)[nH]c2c1C | -15 | -3 | 3 | -2 | -1.0 | 1.7 | 0 | 2.1 | -0.4 | 5 | 5
CC(C)(Oc1ccc(Cl)cc1)C(=O)OCC(=O)N1CCN(c2ccccc2)CC1 | 0 | -2 | -14 | -8 | 0.0 | 1.0 | 178 | 3.4 | -0.3 | 8 | 0
CCCCn1nnnc1NCc1ccc(C)s1 | -14 | 0 | -4 | 2 | 0.9 | -1.9 | 192 | 3.7 | -1.3 | -2 | 0
CCC(C)(C)NC(=O)C(c1cccs1)N(CC1CCCO1)C(=O)Cn1nnc2ccccc21 (stereo unspecified) | -3 | -3 | -4 | -6 | 0.8 | 1.9 | -4 | 1.4 | 0.7 | -2 | 1
COc1ccc(S(=O)(=O)NCc2ccncc2)cc1OC | 3 | -1 | -13 | -8 | 4.8 | 0.5 | -1 | 2.0 | 0.7 | -7 | 3
COC(=O)C1=C(C(=O)OC)[C@@H]2N(Cc3ccccc3)c3ccccc3[C@@]23C[C@@H](C(=O)OC)N(C(=O)COCc2ccccc2)C3=N1 | -10 | 0 | 4 | 3 | -0.6 | -1.0 | 73 | . | 1.3 | -7 | -5
CCC(C)(C)NC(=O)C(c1ccc(C)cc1)N(CC1CCCO1)C(=O)CCC(=O)Nc1ccccn1 (stereo unspecified) | 9 | 0 | 5 | 6 | -0.6 | -0.2 | -7 | 0.3 | -0.3 | -2 | -4
CC(=O)N1CSCC1C(=O)NNS(=O)(=O)c1cccc(C(F)(F)F)c1 (stereo unspecified) | -6 | 1 | 9 | -2 | -1.5 | 0.5 | -10 | 0.8 | 0.4 | 3 | -2
COc1ccccc1N1CCN(CCC(=O)Nc2cccc(Cl)c2)CC1 | -11 | -2 | 0 | -2 | -1.0 | -1.1 | -12 | 3.0 | -0.1 | -3 | 3
Cc1ccc(C)c(S(=O)(=O)NCC(=O)NCc2ccco2)c1 | 6 | -1 | 3 | 4 | -1.8 | 0.4 | -3 | 4.0 | -4.0 | -10 | -2
O=C(CSc1ccccc1)N1CCN(c2ccccc2)CC1 | -13 | -8 | -11 | -12 | 0.4 | -0.7 | -12 | 1.3 | 0.7 | 0 | -1
COc1cc(NC(=O)Cc2c(C(=O)O)[nH]c3ccccc23)cc(OC)c1OC | 9 | 0 | 13 | -10 | 0.2 | 0.2 | -11 | 0.5 | -3.9 | -2 | 12
COCCNC(=O)Cn1nc(C(F)(F)F)c(Br)c1C | 7 | 2 | -3 | -7 | -0.4 | -0.3 | -4 | 0.3 | -2.0 | -5 | -3
CCOC(=O)CN1C(=O)NC2(CCCc3ccccc32)C1=O (stereo unspecified) | -2 | -3 | -8 | -1 | 1.8 | 1.5 | -11 | 1.3 | -1.9 | -4 | 1
Cc1nnnn1/C(=C\c1ccccc1)C(=O)OCC(=O)N1CC2(C)CC1CC(C)(C)C2 (stereo unspecified) | 10 | 0 | -9 | 6 | 0.6 | 3.0 | -33 | 5.8 | -0.2 | -21 | 2
O=C(Nc1ccc2ccccc2c1)N1CCCN(CCOc2ccccc2)CC1 | 5 | -3 | -8 | -13 | 0.2 | 1.1 | 425* | 0.7 | -0.1 | 4 | 3
Cc1ccn2cc(C(=O)N3CCN(c4cnn(-c5ccccc5)c(=O)c4Cl)CC3)nc2c1 | -17 | -3 | -7 | -5 | 2.1 | 1.8 | 8 | -0.5 | 0.6 | -2 | 4
CCOC(=O)CSc1cn2c(n1)CCC2 | -14 | -1 | 1 | 3 | -1.3 | -1.2 | -24 | 3.9 | 0.6 | -4 | 2
O=C(O)C(C(O)c1ccccc1)[n+]1ccccc1 (stereo unspecified) | -13 | 1 | -4 | -8 | -2.1 | -1.1 | -10 | 3.3 | 2.1 | -1 | 1
O=C(CSc1nnnn1C1CCCCC1)Nc1nc2c(s1)CCCC2 | -17 | -4 | 5 | -13 | 4.7 | 2.4 | 3 | -1.2 | 1.8 | 16 | 8
Cc1ccc(-n2nc3c(N4CCC(C(=O)NCCc5ccco5)CC4)nnc(C)c3c2C)cc1 | -19 | 2 | -8 | 0 | -0.3 | 1.1 | -6 | -1.2 | . | 2 | 5
O=C1C=CC(=O)N1Nc1ccc(Br)cc1 | 3 | 1 | -4 | -4 | -2.1 | 1.9 | 0 | 1.8 | -0.5 | -1 | -1
Cc1ccc(OC(C)C(=O)N2CC(=O)Nc3ccccc32)c(C)c1 (stereo unspecified) | 4 | 3 | -11 | -18 | -0.3 | 4.4 | -13 | 2.2 | -1.6 | 23 | -1
N#Cc1ccccc1OCC(=O)OCC(=O)N1CCN(C(=O)c2ccco2)CC1 | 10 | -1 | -6 | 3 | 1.1 | 2.1 | -3 | 2.3 | -1.4 | -1 | -4
Fc1ccc2nc(-c3ccccc3)nc(SCc3nnc(-c4ccccc4)o3)c2c1 | 14 | -1 | 7 | 4 | 0.6 | 1.2 | 7 | 1.2 | 2.3 | -7 | 2
Cc1nc(-c2ccc(C(=O)N3CCOCC3)cc2)cs1 | -23 | 2 | 7 | 9 | 1.3 | 3.2 | 4 | 1.8 | 4.0 | 7 | 8

Printed as active in Mot1-301 SUMO, of those listed so far:
| Molecule | DAGLB inh | PKA-R2B act | PKA-R1A activ | AddAB inh | Mot1-301 SUMO | phage Ecoli inh | CDK5 p35 inh | Tat transport |
| --- | --- | --- | --- | --- | --- | --- | --- | --- |
| O=C(Nc1ccc2ccccc2c1)N1CCCN(CCOc2ccccc2)CC1 | -3 | -8 | -13 | 1.1 | 425* | 0.7 | -0.1 | 4 |
